Screening results from PubChem.
Growth percent in the NCI-60 one-dose screen (48 h, 10 µM unless noted): 100 = growth as untreated, 0 = no growth, -100 = all killed.
MDA-MB-231 – MDA-MB-231 breast cancer; 81,000 compounds, 5% hits; AID 1794789
BT-549 – BT-549 breast cancer; 78,000 compounds, 4.4% hits
MCF7 – MCF7 breast cancer; 82,000 compounds, 6.3% hits
SR – SR leukemia cells | 73,000 compounds, 8.7% hits
MDA-MB-468 – MDA-MB-468 breast cancer. AID 2202374. 78,000 compounds, 8.5% hits
K-562 – K-562 leukemia; 78,000 compounds, 7.4% hits
HS 578T – HS 578T breast cancer. 78,000 compounds, 4.1% hits
T-47D – T-47D breast cancer. 79,000 compounds, 5% hits. AID 1794792
The depositor's hits bear a star; nt = not tested or not shown; & = joins results of further samples. The calls were made as follows: active = growth percent below 10; inactive = the rest.

SMILES | MDA-MB-231 | BT-549 | MCF7 | SR | MDA-MB-468 | K-562 | HS 578T | T-47D
Nc1nc2c(s1)CCc1c-2c(Br)n(Cc2ccccc2)c1-c1ccccc1 | 77.6 | 92.5 | 102.7 | 60.2 | 94.7 | 55.3 | 94.5 | 79.2
C=CCOCCN | 107.6 | 138.1 | 97.6 | 88.7 | 99.0 | 92.6 | nt | 113.9
CC1CCc2c(sc3nc(SCC(=O)NN)n(-c4ccccc4)c(=O)c23)C1 (configuration not stated) | 91.9 | 104.6 | 93.9 | 102.0 | 85.9 | 100.0 | 98.9 | 106.1
COCCOC1=C(Cl)C(=O)c2ccccc2C1=O | 34.8 | -23.0* | 15.4 | 0.0* | -5.0* | 8.9* | 4.9* | -49.0*
CC1S(=O)(=O)OCCOS1(=O)=O | nt | 106.1 | 104.5 | nt | 115.1 | 107.9 | 94.8 | nt
Cn1c(=S)[nH]c2c(Cl)cc(Cl)cc2c1=O | 101.2 | 111.2 | 102.7 | 81.6 | 106.9 | 93.5 | 96.6 | 100.7
O=C(O)c1nn(-c2ccccc2)nc1N1CCCCC1 | 100.6 | 109.6 | 90.9 | nt | 97.8 | 91.4 | 101.8 | 99.4
CCOc1cccs1 | 104.8 | 100.3 | 97.2 | 115.7 | 98.1 | 102.1 | 99.5 | 96.2
O=C(CSC(=S)n1cnc2ccccc21)Nc1ccccc1 | 108.4 | 105.1 | 104.5 | 96.4 | 109.0 | 93.8 | 96.9 | 89.9
C/C=C(\C)C(=O)O[C@@H]1C2C(=O)[C@@](C)([C@@H]([C@@H](O)C(=O)OC)C1(C)C)[C@H]1CC[C@]3(C)C(CC(=O)O[C@H]3c3ccoc3)[C@]13OC23 (some centres not stated) | 88.6 | 102.4 | 90.4 | 88.5 | 91.3 | 97.2 | 92.5 | 78.7
CCCCCCCCCCCCOC(=O)CCCCC | 117.0 | 86.6 | 101.1 | nt | 104.1 | nt | nt | 90.4
Cc1c(Br)cccc1-c1nnc(C(c2ccc(F)cc2)N2CCCCC2)o1 (configuration not stated) | 90.6 | 123.9 | 100.6 | 93.0 | 94.7 | 91.6 | 97.6 | nt
Cn1c(=O)[nH]c(=O)c2nc(/C=C/c3cccc(C(F)(F)F)c3)c(=O)[nH]c21 | 106.7 | 99.8 | 67.3 | 111.2 | 71.6 | 105.8 | 95.0 | 93.2
O=[N+]([O-])c1ccc(Oc2cccnc2)c([N+](=O)[O-])c1 | 94.0 | 72.3 | 46.7 | 21.1 | 21.6 | 16.1 | 81.9 | 61.1
COc1cc(OC)c(/C=C/S(=O)(=O)Cc2cnc(OC)c(N)c2)c(OC)c1 | 11.9 | 8.0* | 11.6 | -6.9* | 23.6 | 9.4* | 47.5 | 15.6
CNC(=O)c1nc(Nc2ccc(NC(=O)Nc3ccc(Cl)c(Cl)c3)cc2)c2ccccc2n1 | 87.0 | 87.4 | 83.1 | 77.7 | 111.2 | 75.9 | 111.1 | 67.0
COC(=O)C1CC(=O)C(C(=O)OC)CC1=O (configuration not stated) | 113.3 | nt | 100.4 | 82.5 | 115.0 | 88.3 | 119.5 | 105.7
Cc1ccc(CC(=S)N2CCOCC2)cc1 | 87.3 | 98.6 | 97.8 | 86.7 | 88.0 | 92.6 | 100.1 | 99.0
CCCCCCc1cc(-c2cc(CCCCCC)[nH]n2)n[nH]1 | nt | 106.2 | 91.6 | nt | 98.5 | 80.8 | 98.9 | nt
O=C(NCCNc1nccc(Nc2ccc(S(=O)(=O)Nc3ccccn3)cc2)n1)c1cccc(Br)c1 | 104.7 | 99.3 | 92.5 | 93.0 | 116.3 | 88.8 | 98.4 | 87.6
CCCCCO/N=C\c1c2c(O)c3c(O)c(C)c4c(c3c1O)C(=O)C(C)(O/C=C\C(OC)C(C)C(OC(C)=O)C(C)C(O)C(C)C(O)C(C)/C=C\C=C(\C)C(=O)N2)O4 (configuration not stated) | 31.4 | 33.1 | 17.0 | 13.5 | 0.5* | 17.6 | 1.2* | 26.8
O=C(CN1C(=O)/C(=C\c2ccc(Cl)cc2)SC1=S)Nc1ncc(Cc2ccccc2)s1 | 105.3 | 107.1 | 88.2 | 125.9 | 103.1 | 99.8 | 93.8 | 106.8
COc1ccc2nc(C)c3c(c2c1[N+](=O)[O-])Oc1ccccc1N3 | 97.3 | 96.9 | 96.3 | 95.8 | 90.3 | 101.3 | 102.8 | 83.5
N#CC1=C(N)Oc2n[nH]c(-c3ccc(F)cc3)c2C1c1ccco1 (configuration not stated) | 98.6 | 94.5 | 68.2 | nt | 116.4 | 75.9 | 98.1 | 86.2
Nc1ccc(C(=O)Nc2cccc(C(=O)Nc3ccc4c(O)c(N=Nc5ccc(N=Nc6ccc(S(=O)(=O)O)cc6)cc5)c(S(=O)(=O)O)cc4c3)c2)cc1 | 100.7 | 110.7 | 94.8 | 92.2 | 100.0 | 88.1 | 106.4 | 108.0
C#Cc1nc(/C=C/CCCCCCC(=O)NO)cs1 | -31.0* | 88.9 | 48.0 | -39.9* | 54.8 | 13.1 | 80.0 | 51.6
Cn1ncc2c(N)ncnc21 | 99.1 | 106.3 | 96.6 | 110.0 | 105.8 | 96.7 | 102.8 | 91.8
O=C(NC1CCCCC1c1ccccc1)c1ccccc1 (configuration not stated) | 101.8 | 117.0 | 107.7 | 98.8 | 99.0 | 95.5 | 98.7 | 110.0
C#CCOc1cccc(Nc2ncnc3cc(NC(=O)C=C)ccc23)c1 | 20.5 | 7.8* | 20.4 | 13.0 | -24.9* | 5.9* | 18.2 | 8.1*
N#CCN(CC#N)CC#N | 113.1 | 96.9 | 103.8 | nt | 113.6 | 103.6 | 112.3 | 106.4

In the list so far, these contain an NH in an aromatic ring:
SMILES | MDA-MB-231 | BT-549 | MCF7 | SR | MDA-MB-468 | K-562 | HS 578T | T-47D
Cn1c(=S)[nH]c2c(Cl)cc(Cl)cc2c1=O | 101.2 | 111.2 | 102.7 | 81.6 | 106.9 | 93.5 | 96.6 | 100.7
Cn1c(=O)[nH]c(=O)c2nc(/C=C/c3cccc(C(F)(F)F)c3)c(=O)[nH]c21 | 106.7 | 99.8 | 67.3 | 111.2 | 71.6 | 105.8 | 95.0 | 93.2
CCCCCCc1cc(-c2cc(CCCCCC)[nH]n2)n[nH]1 | nt | 106.2 | 91.6 | nt | 98.5 | 80.8 | 98.9 | nt
N#CC1=C(N)Oc2n[nH]c(-c3ccc(F)cc3)c2C1c1ccco1 (configuration not stated) | 98.6 | 94.5 | 68.2 | nt | 116.4 | 75.9 | 98.1 | 86.2

(more compounds)
SMILES | MDA-MB-231 | BT-549 | MCF7 | SR | MDA-MB-468 | K-562 | HS 578T | T-47D
O=C1NC(=O)C(=Cc2cc(-c3ccccc3)n(-c3ccccc3)n2)C(=O)N1 | 105.2 | 98.5 | 104.4 | 102.2 | 98.0 | 97.5 | 96.7 | 98.4
CNNCc1ccc(C(=O)NC(N)=O)cc1 | 105.4 | 104.5 | 101.7 | 75.3 | 103.6 | nt | 99.3 | 102.8
NS(=O)(=O)c1ccc(CCN2C(=O)/C(=C/c3ccc(Br)cc3)C=C2c2ccccc2)cc1 | 89.6 | 99.4 | 68.2 | 72.1 | 86.4 | 71.8 | 89.0 | 67.4
O=C(Nc1cccc(N=Cc2c(O)ccc3ccccc23)c1)c1ccccc1 | 94.1 | 85.3 | 86.3 | 101.0 | 98.9 | 97.3 | 97.4 | 85.2
COc1cc(CNS(=O)(=O)c2ccc(C)cc2)ccc1OCc1cn(-c2ccccc2F)nn1 | 92.2 | 76.1 | 99.9 | 81.7 | 50.5 | 88.1 | 100.7 | 67.2
CC(C)CCSc1nc(NC2CC2)c(C#N)c(-c2ccc(F)cc2)n1 | 78.1 | 88.3 | 88.2 | 89.1 | 111.2 | 84.6 | 83.8 | 81.3
CC(=O)/C=C/c1ccco1 | 96.2&101.7 | 98.9&93.1 | 99.0&102.2 | 88.2&100.4 | 79.5&109.4 | 113.9&97.3 | 86.2&107.2 | 111.5&109.2
Cc1ccc(C(=O)Cc2ccccc2)cc1 | 118.9 | 102.1 | 99.3 | 87.1 | 109.4 | 93.3 | 104.6 | 100.5
CCCOC(=O)C1(O)CCCC1 | 112.3 | 112.7 | 97.9 | 94.4 | 97.1 | 110.1 | nt | 97.2
CCCC(C(=O)OCCN1CC(C)CC1(C)C)C1CCCC1 (configuration not stated) | 109.0 | 102.2 | 101.4 | 103.1 | 110.9 | 109.5 | 104.5 | 101.7
N#C/C(=C\c1ccc(Cl)cc1Cl)C(=O)Nc1ncc(Cc2ccc(Cl)c(Cl)c2)s1 | 97.1 | 110.6 | 84.0 | 59.6 | 88.6 | 25.5 | 94.3 | 58.5
Cc1ccc(C(=O)CSc2nc3ccc(C)cc3c(=O)n2-c2ccc(F)cc2)cc1 | 21.3 | 73.9 | 78.1 | 99.7 | 67.2 | 92.7 | -8.7* | 52.5
O=c1cc[nH]cc1 | 106.6 | 100.7 | 94.8 | nt | 89.7 | 95.3 | 95.2 | 86.5
COc1ccc(-c2nc(Nc3nc4ccccc4o3)nc3c2C(=O)CC(C)(C)C3)c(O)c1 | 106.7 | 98.1 | 99.4 | 87.0 | 98.0 | 87.4 | nt | 93.4
O=C(O)C(Cc1ccccc1)N1C(=O)C2C3CCC(C3)C2C1=O (configuration not stated) | 121.1 | 101.5 | 105.7 | 97.4 | nt | 103.2 | 103.6 | nt

Three structures out of the list, arranged by SMILES length, smallest number first.
SMILES | MDA-MB-231 | BT-549 | MCF7 | SR | MDA-MB-468 | K-562 | HS 578T | T-47D
CCCC(C(=O)OCCN1CC(C)CC1(C)C)C1CCCC1 (configuration not stated) | 109.0 | 102.2 | 101.4 | 103.1 | 110.9 | 109.5 | 104.5 | 101.7
COc1cc(CNS(=O)(=O)c2ccc(C)cc2)ccc1OCc1cn(-c2ccccc2F)nn1 | 92.2 | 76.1 | 99.9 | 81.7 | 50.5 | 88.1 | 100.7 | 67.2
NS(=O)(=O)c1ccc(CCN2C(=O)/C(=C/c3ccc(Br)cc3)C=C2c2ccccc2)cc1 | 89.6 | 99.4 | 68.2 | 72.1 | 86.4 | 71.8 | 89.0 | 67.4

Continuation:
SMILES | MDA-MB-231 | BT-549 | MCF7 | SR | MDA-MB-468 | K-562 | HS 578T | T-47D
COc1ccccc1CN1CCCOP1(=O)Nc1ccccc1C (configuration not stated) | 106.7 | 120.5 | 98.0 | 95.2 | nt | 88.1 | 99.7 | 84.0
COc1cc(NC(=O)c2cncnc2Nc2ccc3c(ccn3Cc3cccc(F)c3)c2)cc(OC)c1 | 57.4 | 68.1 | 28.2 | 19.7 | 42.8 | 15.4 | 51.0 | 70.9
O=C1CCC(N2Cc3c(CNC(=O)c4ccc(C(F)(F)F)cc4)cccc3C2=O)C(=O)N1 (configuration not stated) | 86.8 | 71.6 | 47.4 | 77.2 | 113.9 | 96.8 | 77.2 | 88.4
NS(=O)(=O)c1ccc(NNC(=O)CCC(=O)c2ccccc2)cc1 | 99.3 | 104.3 | 90.5 | 86.8 | 93.3 | 71.6 | 94.7 | 87.5
O=C(CC(CC(=O)c1ccccc1)c1ccco1)c1ccccc1 | 81.8&97.4 | 93.4&90.2 | 83.7&94.6 | 94.8&96.8 | 90.5&95.6 | 81.2&78.2 | 101.4&94.5 | 83.8&83.3
Cc1cc(C)nc(NS(=O)(=O)c2ccc(NC3=C(Cl)C(=O)c4ncccc4C3=O)cc2)n1 | 75.1 | 98.9 | 90.0 | 116.6 | 69.8 | 60.6 | 112.4 | 78.1
COc1cccc(/C=C2\Oc3ccc(O)cc3C2=O)c1 | 101.5 | 85.3 | 109.7 | 83.9 | 108.6 | 94.7 | 100.9 | nt
Nc1nc(Nc2ccccc2)n[nH]1 | 104.6 | 88.8 | 95.8 | 101.6 | 120.2 | 98.6 | 118.5 | 91.7
CCCCCCCCCCCC(=O)N(CCOC(=O)C(C)(C)C)CCOC(=O)C(C)(C)C | 104.9 | 99.5 | 88.2 | 86.0 | 88.2 | 83.7 | 99.5 | 80.7
Cc1cccc(C)c1Nc1nnc(-c2ccccc2)s1 | 101.3 | 110.9 | 92.8 | 102.9 | nt | 111.1 | 94.0 | 83.8
COc1cc(CNC(=O)/C=C/C=C/c2ccc3c(c2)OCO3)ccc1OCc1cn(-c2ccc(Br)cc2)nn1 | 54.9 | 84.2 | 64.8 | 96.6 | 34.7 | 61.8 | 70.0 | 61.2
[O-][n+]1ccc(CC(O)(C(F)(F)F)C(F)(F)F)cc1 | 131.0 | 115.0 | 97.4 | nt | 98.4 | nt | 117.3 | 97.8
Cc1ccc([N+]2=NOC(=O)C2CN2CCNCC2)cc1 (configuration not stated) | 86.2 | 110.6 | 90.7 | nt | 101.9 | 120.2 | 101.0 | 106.0
COC(=O)C1(C)CCc2c(ccc3ccc(OC)cc23)C1=O (configuration not stated) | 107.6 | nt | 102.4 | 79.7 | 88.8 | 98.9 | 89.9 | nt
COC(=O)/C=C1/CCC2C3CCC4=CC(=O)C(Br)CC4(C)C3C(=O)CC12C (configuration not stated) | 78.0 | 95.9 | 42.3 | 33.0 | 13.9 | 48.9 | 86.7 | 54.8
C=CCc1c(C)[nH]c2ccccc2c1=O | 111.1 | 98.6 | 105.7 | 70.6 | 107.5 | 103.3 | 110.8 | 102.8
O=c1[nH]cc(C(O)Cc2ccccc2)c(=O)[nH]1 (configuration not stated) | nt | 108.0 | 94.2 | 104.4 | nt | 101.0 | 92.1 | 113.1
CC(C)(C)NSc1nc2ccccc2s1 | 89.9 | nt | 83.9 | nt | 107.8 | 111.2 | 93.3 | 90.3
CC1C(=O)NC2=Nc3ccccc3C(=O)NN21 (configuration not stated) | 90.4 | 96.9 | 73.9 | 91.3 | 93.7 | 100.9 | 108.5 | 81.4
